Scp-1 inhibitor – inhibitors of human Scp-1 phosphatase | Q9GZU7 | Recombinant Scp1, phosphopeptide, malachite green phosphate absorbance | inhibition, % at 20 µM | 0.88% of 340,000 active;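 active = inhibition above about 50% at 20 µM, limit read from the data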;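 also: plate controls were DMSO wells with enzyme for no effect and wells lacking enzyme for full effect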
Target sequence (Q9GZU7 76-261 limits assumed): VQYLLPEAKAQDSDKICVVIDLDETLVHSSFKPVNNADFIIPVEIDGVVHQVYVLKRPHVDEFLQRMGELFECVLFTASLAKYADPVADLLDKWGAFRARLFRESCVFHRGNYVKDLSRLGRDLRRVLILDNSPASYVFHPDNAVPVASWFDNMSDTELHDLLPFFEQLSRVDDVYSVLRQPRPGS
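Test system: SCP-1 phosphatase catalytic domain, residues 76-261; measured by: colorimetric phosphate reagent with accelerator and stabiliser, absorbance at 630 nm; timing: enzyme reaction 45 min at room temperature, colour 5 min, stabilisation 30 min; also added: Phosphorylated 17-residue peptide substrate; compound dosing: one concentration, 20 µM, with 1.0% DMSO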
NadD inh – NadD (S. aureus) enzyme inhibition; purified NadD enzyme, colorimetric absorbance read-out; inhibition, % at 20 µM; 0.78% of 360,000 active; AID 602399; in the data active = inhibition above about 26%; also: some compounds past the cut are filed as inactive
SUMO1-SIM PPI – modulators of human SUMO1-mediated protein-protein interactions. P63165. SUMO1 binding to a labelled peptide, TR-FRET, 1 h. inhibition, % at 20 µM. 0.33% of 360,000 active. AID 602429; in the data active = inhibition above about 37%
Target sequence (P63165 whole entry, looked up): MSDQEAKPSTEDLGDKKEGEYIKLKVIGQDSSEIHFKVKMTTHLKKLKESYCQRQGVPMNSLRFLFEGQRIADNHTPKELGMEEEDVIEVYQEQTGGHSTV
Neddylation inh – inhibitors of human cullin neddylation; AID 651699; 0.58% of 360,000 active; calls only at 25 µM; TR-FRET cullin neddylation, biochemical; P61081+Q13564; in the data active = inhibition above about 36%
SKN-1 block – blocks SKN-1 activity in C. elegans; C. elegans VP596 Pgst-4::GFP/RFP ratio, acrylamide-induced, 24 h; inhibition, % at 21.8 µM; 0.49% of 360,000 active;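 active = interference check ratio from 0.5 to 1.5 plus GFP to RFP signal ratio inhibition reaching or exceeding a fixed threshold, cut at about 30% in these data, passing the limit was not always enough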; also: some compounds called inactive have numbers as strong as hits
NRP1-CendR mod – alters CendR peptide binding to human NRP-1 | FAM-RPARPAR peptide binding to NRP-1, fluorescence polarization | 0.85% of 360,000 active | AID 602438 | inhibition, % at 25 µM;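 active = inhibition or corrected inhibition above about 18%, plus a signal ratio from 0.5 to 1.5, limit read from the data, passing the limit was not always enough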; also: strong numbers were not always called active
TbMetRS inhib – Trypanosoma brucei MetRS inhibition; inhibition, % at 11.9 µM; purified T. brucei MetRS, ATP depletion, Kinase-Glo luminescence; AID 624268; 0.4% of 360,000 active;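 active = inhibition above a per-plate cutoff of the control wells' mean inhibition plus 3 SD, cut at about 5.5% in these data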;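 also: 0% = DMSO wells median and 100% = median of wells with control inhibitor compound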
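technique = Kinase-Glo luminescence, ATP depletion format | system = purified MetRS (methionyl-tRNA synthetase) enzyme from Trypanosoma brucei | timing = 15 min preincubation, 2 h reaction, all 25 °C | evaluation = percent inhibition versus plate control medians | dosing = single dose, 11.9 µM final nominal, 0.9% final DMSO | also added = substrates ATP, L-methionine and bulk Escherichia coli tRNA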
DNMT1 inh – blocks human DNA methyltransferase DNMT1; AID 588458; inhibition (reported as % activation of signal), % at 10 µM; P26358; DNMT1 molecular beacon, Hinp1I cleavage, fluorescence; 0.83% of 360,000 active; in the data active = inhibition above about 50%
STEP block – STEP (human) phosphatase inhibition | recombinant STEP, OMFP fluorogenic substrate, fluorescence | AID 588621 | inhibition, % at 20 µM | 0.25% of 360,000 active | P54829;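 active = inhibition at 20 µM, scaled per plate between control wells, above about 37%, limit read from the data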;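 also: 0% = DMSO with enzyme and substrate and 100% = substrate only without enzyme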
Target sequence (P54829 whole entry, looked up): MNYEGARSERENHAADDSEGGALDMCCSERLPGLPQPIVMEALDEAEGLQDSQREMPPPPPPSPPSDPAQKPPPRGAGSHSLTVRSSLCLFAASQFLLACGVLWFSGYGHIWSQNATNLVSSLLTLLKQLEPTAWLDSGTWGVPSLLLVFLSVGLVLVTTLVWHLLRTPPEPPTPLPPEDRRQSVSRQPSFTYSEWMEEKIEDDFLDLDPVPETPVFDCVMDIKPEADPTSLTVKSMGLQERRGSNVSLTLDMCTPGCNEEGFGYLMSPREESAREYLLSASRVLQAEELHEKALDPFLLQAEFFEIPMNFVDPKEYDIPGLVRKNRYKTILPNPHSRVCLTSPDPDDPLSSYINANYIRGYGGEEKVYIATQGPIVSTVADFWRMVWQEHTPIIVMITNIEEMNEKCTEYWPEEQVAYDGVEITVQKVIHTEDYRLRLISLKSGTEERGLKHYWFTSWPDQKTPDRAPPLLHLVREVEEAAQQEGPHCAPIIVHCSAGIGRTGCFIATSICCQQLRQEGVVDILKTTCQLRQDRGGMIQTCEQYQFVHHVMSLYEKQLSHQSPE
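Assay system: isolated STEP enzyme. Buffer or medium: pH 6.0 Bis-Tris with DTT and Tween 20. Also added: fluorogenic phosphatase substrate OMFP at 25 µM final. Dosing: 20 µM, 1% DMSO. Timing: 20 min reaction, room temperature, in the dark. Measured by: fluorescence intensity, excitation 480 nm, emission 540 nm. Evaluation: normalized % inhibition.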
LMPTP block – LMPTP (human) inhibition. P24666. inhibition, % at 20 µM. 0.22% of 360,000 active. recombinant LMPTP-A, OMFP fluorogenic substrate, fluorescence intensity;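 active = compounds that cut the enzyme signal by at least half of the control window in the single-dose screen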;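 also: plate controls were DMSO wells with enzyme plus substrate for no effect and substrate without enzyme for full effect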
Target sequence (P24666 whole entry, looked up): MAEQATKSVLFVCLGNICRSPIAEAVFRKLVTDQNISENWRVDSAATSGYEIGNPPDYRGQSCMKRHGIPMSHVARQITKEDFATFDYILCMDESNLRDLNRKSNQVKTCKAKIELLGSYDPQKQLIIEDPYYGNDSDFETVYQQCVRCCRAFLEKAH
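Material: LMPTP-A; amount: 0.625 nM enzyme; doses: single 20 µM dose; times: reaction 50 min, room temperature, dark; technique: fluorescence intensity of OMFP turnover product; benchmarks: no-enzyme and uninhibited controls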
Active calls of the source: *.

How did C[C@H]1CN=C(N(C)C)N1CC1CCCCC1 do in these assays?
Scp-1 inhibitor: 5.0; NadD inh: 1.4; SUMO1-SIM PPI: -1.4; Neddylation inh: inactive; SKN-1 block: -2.4; NRP1-CendR mod: 6.3; TbMetRS inhib: -0.2; DNMT1 inh: 3.9; STEP block: -1.4; LMPTP block: -3.0

Results for COc1ccccc1N1CCN(C(=O)c2cc3sccc3n2C)CC1 ?
Scp-1 inhibitor: 3.2; NadD inh: 3.6; SUMO1-SIM PPI: -0.1; Neddylation inh: inactive; SKN-1 block: 3.2; NRP1-CendR mod: 1.4; TbMetRS inhib: -0.1; DNMT1 inh: -6.2; STEP block: -1.5; LMPTP block: 2.7

What do the screens show for `CCOc1ccc(NC(=O)NCCCN2CCCC2)cc1`?
Scp-1 inhibitor: -6.1; NadD inh: -6.4; SUMO1-SIM PPI: 0.0; Neddylation inh: inactive; SKN-1 block: 20.1; NRP1-CendR mod: -2.4; TbMetRS inhib: -0.3; DNMT1 inh: -1.5; STEP block: 1.9; LMPTP block: -0.1

What do the screens show for `CCOc1ccc(Cl)cc1-c1cc(C(=O)Nc2cc(OC)ccc2OC)[nH]n1`?
NadD inh: 3.5; SUMO1-SIM PPI: 1.8; Neddylation inh: inactive; SKN-1 block: -4.0; NRP1-CendR mod: 3.1; TbMetRS inhib: 0.3; DNMT1 inh: -4.9; STEP block: -2.8; LMPTP block: 3.9

How did COc1ccc(-c2nnc(NC(=O)Cc3ccccc3)s2)c(OC)c1 do in these assays?
Scp-1 inhibitor: -9.0; NadD inh: 3.3; SUMO1-SIM PPI: -4.8; Neddylation inh: inactive; SKN-1 block: 6.3; NRP1-CendR mod: -0.8; TbMetRS inhib: 0.2; DNMT1 inh: 13.1; STEP block: -1.0; LMPTP block: -1.6

Results for C[C@@H]1CCCCO[C@H](CN(C)C(=O)Nc2ccc(F)cc2)[C@@H](C)CN([C@H](C)CO)C(=O)c2cc(N(C)C)ccc2O1 ?
NadD inh: 0.3; SUMO1-SIM PPI: 6.3; Neddylation inh: inactive; SKN-1 block: 14.7; NRP1-CendR mod: -6.2; TbMetRS inhib: -1.6; DNMT1 inh: 3.6; STEP block: 1.6; LMPTP block: -1.9

What do the screens show for `O=C(NC1CC1)C1=C[C@@H](c2ccc(Br)cc2)C[C@@H](OCCCCO)O1`?
Scp-1 inhibitor: -7.1; NadD inh: -8.1; SUMO1-SIM PPI: -6.3; Neddylation inh: inactive; SKN-1 block: -0.2; NRP1-CendR mod: 10.8; TbMetRS inhib: -0.2; DNMT1 inh: 0.4; STEP block: 0.2; LMPTP block: 0.9

Results for COc1cc(/C=C/C(=O)N2CCN(c3ccccn3)CC2)cc(OC)c1OC ?
Scp-1 inhibitor: -3.1; NadD inh: -1.8; SUMO1-SIM PPI: -6.9; Neddylation inh: inactive; SKN-1 block: -7.6; NRP1-CendR mod: 8.7; TbMetRS inhib: -0.1; DNMT1 inh: 0.9; STEP block: -2.9; LMPTP block: -0.6

Results for O=C(NCc1ccco1)c1cccc(NC(=O)c2ccccc2)c1 ?
Scp-1 inhibitor: -2.4; NadD inh: 2.6; SUMO1-SIM PPI: 6.2; Neddylation inh: inactive; SKN-1 block: 19.5; NRP1-CendR mod: 8.8; TbMetRS inhib: 0.1; DNMT1 inh: -8.3; STEP block: -2.4; LMPTP block: -0.6

How did CC(=O)Nc1c(C(=O)c2ccccc2)oc2ccccc12 do in these assays?
Scp-1 inhibitor: -6.8; NadD inh: -3.5; SUMO1-SIM PPI: -17.8; Neddylation inh: inactive; SKN-1 block: -11.1; NRP1-CendR mod: 2.5; TbMetRS inhib: 0.0; DNMT1 inh: 1.6; STEP block: -2.5; LMPTP block: 0.9

How did CCOc1ccc(-c2nonc2NC(=O)c2ccco2)cc1OCC do in these assays?
Scp-1 inhibitor: -4.7; NadD inh: -12.1; SUMO1-SIM PPI: 1.1; Neddylation inh: inactive; SKN-1 block: 9.4; NRP1-CendR mod: 0.1; TbMetRS inhib: -0.4; DNMT1 inh: 0.4; STEP block: 0.9; LMPTP block: 0.4

Results for CSCc1c(C(=O)Nc2ccccc2N2CCOCC2)oc2ccccc12 ?
Scp-1 inhibitor: -7.2; NadD inh: -7.8; SUMO1-SIM PPI: -5.8; SKN-1 block: -0.5; NRP1-CendR mod: 1.2; TbMetRS inhib: -0.5; DNMT1 inh: -3.1; STEP block: 2.9; LMPTP block: 2.6

What do the screens show for `CC(C)c1ccc(NC(=O)NCc2ccc3c(c2)OCO3)cc1`?
Scp-1 inhibitor: -8.3; NadD inh: -2.7; SUMO1-SIM PPI: -0.9; Neddylation inh: inactive; SKN-1 block: 5.4; NRP1-CendR mod: 6.2; TbMetRS inhib: -0.8; DNMT1 inh: -2.8; STEP block: -2.2; LMPTP block: -0.6

How did O=c1cc(O)n(-c2ccc(Cl)cc2)c(=S)[nH]1 do in these assays?
Scp-1 inhibitor: 0.3; NadD inh: 11.3; SUMO1-SIM PPI: -1.0; Neddylation inh: inactive; SKN-1 block: 18.7; NRP1-CendR mod: -2.5; TbMetRS inhib: -0.8; DNMT1 inh: -6.5; STEP block: -1.5; LMPTP block: 2.1

How did Cc1ccc(CC(=O)O/N=C(\N)Cc2ccc([N+](=O)[O-])cc2)cc1 do in these assays?
Scp-1 inhibitor: -9.6; NadD inh: 0.0; SUMO1-SIM PPI: -14.1; Neddylation inh: inactive; SKN-1 block: 3.3; NRP1-CendR mod: -2.7; TbMetRS inhib: 2.2; DNMT1 inh: -4.7; STEP block: 2.7; LMPTP block: -0.3

What do the screens show for `Cc1ccccc1NC(=O)Cc1nc(COC(=O)c2ccc(C(F)(F)F)cc2)cs1`?
Scp-1 inhibitor: -4.3; NadD inh: -7.4; SUMO1-SIM PPI: -3.3; Neddylation inh: inactive; SKN-1 block: 26.7; NRP1-CendR mod: 0.7; TbMetRS inhib: -0.3; DNMT1 inh: 5.6; STEP block: 1.7; LMPTP block: 2.7

What do the screens show for `CC(C)c1cn(C2OC(COC(=O)c3ccccc3)C(OC(=O)c3ccccc3)C2OC(=O)c2ccccc2)c(=O)[nH]c1=O` (centres undefined)?
Scp-1 inhibitor: -6.2; NadD inh: 21.3; SUMO1-SIM PPI: 5.4; Neddylation inh: inactive; SKN-1 block: 6.0; NRP1-CendR mod: 9.0; TbMetRS inhib: -0.1; DNMT1 inh: 2.1; STEP block: 4.0; LMPTP block: 1.4

What do the screens show for `CCCCNc1c(-c2ccc(OC)c(SC(C)CC)c2)nc2cnccn12` (centres undefined)?
Scp-1 inhibitor: 7.2; NadD inh: 4.3; SUMO1-SIM PPI: -1.5; SKN-1 block: 7.0; NRP1-CendR mod: -30.3; TbMetRS inhib: -0.1; DNMT1 inh: -7.3; STEP block: 0.0; LMPTP block: 3.0

What do the screens show for `O=S(=O)(c1ccc(F)cc1)N1CCCN(Cc2c(F)cccc2F)CC1`?
Scp-1 inhibitor: -12.3; NadD inh: -7.7; SUMO1-SIM PPI: -1.1; Neddylation inh: inactive; SKN-1 block: -5.4; NRP1-CendR mod: -0.1; TbMetRS inhib: -1.1; DNMT1 inh: -0.4; STEP block: 1.0; LMPTP block: -1.8

Results for CCOC(=O)c1c(C)[nH]c(C)c1S(=O)(=O)N1c2ccccc2CC1C (centres undefined) ?
Scp-1 inhibitor: 2.5; NadD inh: -3.3; SUMO1-SIM PPI: 0.2; Neddylation inh: inactive; SKN-1 block: -9.0; NRP1-CendR mod: -2.0; TbMetRS inhib: 0.0; DNMT1 inh: 2.0; STEP block: -0.7; LMPTP block: -0.5

Entries shown so far containing four or more nitrogen atoms:
Results for C[C@@H]1CCCCO[C@H](CN(C)C(=O)Nc2ccc(F)cc2)[C@@H](C)CN([C@H](C)CO)C(=O)c2cc(N(C)C)ccc2O1 ?
NadD inh: 0.3; SUMO1-SIM PPI: 6.3; Neddylation inh: inactive; SKN-1 block: 14.7; NRP1-CendR mod: -6.2; TbMetRS inhib: -1.6; DNMT1 inh: 3.6; STEP block: 1.6; LMPTP block: -1.9

What do the screens show for `CCCCNc1c(-c2ccc(OC)c(SC(C)CC)c2)nc2cnccn12` (centres undefined)?
Scp-1 inhibitor: 7.2; NadD inh: 4.3; SUMO1-SIM PPI: -1.5; SKN-1 block: 7.0; NRP1-CendR mod: -30.3; TbMetRS inhib: -0.1; DNMT1 inh: -7.3; STEP block: 0.0; LMPTP block: 3.0

Continued.
How did COc1ccc(N2CCN(CC(O)COC(C)(C)C)CC2)cc1 (centres undefined) do in these assays?
Scp-1 inhibitor: -8.5; NadD inh: -2.4; SUMO1-SIM PPI: -1.8; Neddylation inh: inactive; SKN-1 block: 2.1; NRP1-CendR mod: 3.0; TbMetRS inhib: 2.1; DNMT1 inh: 1.2; STEP block: -5.9; LMPTP block: -1.2

What do the screens show for `O=C(NCCN1C(=O)S/C(=C\c2cccc(Cl)c2Cl)C1=O)C1=COCCO1`?
Scp-1 inhibitor: -7.2; NadD inh: -3.8; SUMO1-SIM PPI: -31.3; Neddylation inh: inactive; SKN-1 block: -7.5; NRP1-CendR mod: 9.3; TbMetRS inhib: -0.3; DNMT1 inh: 0.4; STEP block: 10.2; LMPTP block: -0.3

How did O=C1c2cccc([N+](=O)[O-])c2C(=O)N1c1cccnc1 do in these assays?
Scp-1 inhibitor: -4.1; NadD inh: 0.0; SUMO1-SIM PPI: -8.1; Neddylation inh: inactive; SKN-1 block: -2.9; NRP1-CendR mod: 4.9; TbMetRS inhib: -0.1; DNMT1 inh: 2.6; STEP block: 1.3; LMPTP block: -1.6

How did COc1ccccc1/C=N/NC(=O)COCC(=O)N/N=C/c1ccccc1OC do in these assays?
Scp-1 inhibitor: 0.9; NadD inh: 0.1; SUMO1-SIM PPI: -3.1; Neddylation inh: inactive; SKN-1 block: 1.8; NRP1-CendR mod: -10.1; TbMetRS inhib: -1.0; DNMT1 inh: 6.7; STEP block: 1.1; LMPTP block: 1.6

Results for O=C(NCC1(O)CCCCC1)C1CCC(=O)N(Cc2cccc(C(F)(F)F)c2)C1 (centres undefined) ?
Scp-1 inhibitor: 1.0; NadD inh: -1.9; SUMO1-SIM PPI: 3.9; Neddylation inh: inactive; SKN-1 block: 6.1; NRP1-CendR mod: 2.8; TbMetRS inhib: -0.5; DNMT1 inh: -1.5; STEP block: -2.8; LMPTP block: 1.0

What do the screens show for `COc1ccc(S(=O)(=O)N2CCN(C(=O)NC3CCCCC3)CC2)cc1`?
Scp-1 inhibitor: -0.9; NadD inh: 2.8; SUMO1-SIM PPI: 0.7; Neddylation inh: inactive; SKN-1 block: 2.5; NRP1-CendR mod: 1.8; TbMetRS inhib: 0.3; DNMT1 inh: -1.4; STEP block: -0.9; LMPTP block: 0.0

Bioassay records from PubChem BioAssay.
